From PubChem
H9c2 TAG inh = triacylglycerol accumulation inhibition. H9c2 cells, Nile Red lipid (TAG) fluorescence; cells loaded with 200 µM oleic acid. inhibition, % at 12.5 µM. 0.66% of 230,000 active. AID 651582;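 active = pattern-corrected inhibition of lipid staining of at least 50% with the nuclear-stain viability signal not falling by more than 50%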;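 also: 0% = DMSO wells and 100% = triacsin C control wells; some results filed as inactive read as strong as hits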
H9c2 TAG inh DAPI viability = also measured in H9c2 TAG inh; calls as there; DAPI nuclei signal change (viability), lower = more cytotoxic, %;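 whole-well DAPI fluorescence read on a plate reader as a viability signal; minus 50 percent equals half of cells still viable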
Starred values were filed as active, the others as inactive. These rows are one share of the data. The share of hits here may be higher or lower than overall.

Every second line gives: H9c2 TAG inh, H9c2 TAG inh DAPI viability
1) CCCSC1=C(C#N)C(c2cc(OC)ccc2OC)CC(=O)N1 (stereo unspecified)
    -15, -1
2) C/C=C/c1ccc(OCCCNC2CCCC2)c(OC)c1
    -18, 13
3) O=C(CSc1c(F)c(F)cc(F)c1F)Nc1ccc(C2SCCS2)cc1
    -13, 5
4) CCN(CC)S(=O)(=O)c1cccc(NC(=O)CNC2CCCCCC2)c1
    11, -9
5) Fc1ccc(-c2nc3cnccn3c2NC2CCCC2)cc1
    -3, 71
6) CSc1ccc(C#N)cc1NC(=O)c1cccc(Cl)c1
    -24, 4
7) COc1cc2c(cc1CNC[C@H]1O[C@@H](n3cc(C)c(=O)[nH]c3=O)C[C@@H]1O)OCO2
    -14, 3
8) COc1ccc(/C(C)=N/NC(=O)c2ccncc2)cc1[N+](=O)[O-]
    -9, 4
9) O=C(NNS(=O)(=O)c1ccccc1F)c1cc(-c2ccccc2)n[nH]1
    7, -8
10) COc1cc2c(cc1OC)C(CCc1ccccc1)=NCC2
    -5, 93
11) Cc1cc(C(=O)N/N=C/c2ccc3c(c2)OCO3)c2ccccc2n1
    24, -14
12) COc1ccccc1N1CC(C(=O)Nc2nnc(SCC(=O)N3CCOCC3)s2)CC1=O (stereo unspecified)
    7, 5
13) CSc1nc(N(C)NC(=O)c2ccc(F)cc2)c2ccccc2n1
    48, -28
14) CC(C)Cc1n[nH]c(=O)[nH]1
    3, -4
15) O=C(NCCS(=O)(=O)NCCc1ccccc1)c1ccc2c(c1)OCO2
    -8, 0
16) O=c1cc(-c2ccccc2)nc2nc(-c3ccccc3)[nH]n12
    16, -2
17) Cc1csc(NC(=O)CSc2ccc(-c3ccc(F)cc3)nn2)n1
    1, -9
18) O=C(c1ccccc1)c1cnc(-c2ccccc2)s1
    -15, -7
19) COCCN1C(=O)N[C@@H](c2cccc(F)c2)C(C(C)=O)=C1C
    -4, 0
20) CC(C)Cn1c(N)c(C(=O)COC(=O)C2CC(=O)N(Cc3ccccc3Cl)C2)c(=O)n(C)c1=O (stereo unspecified)
    -7, -7
21) CCOC(=O)c1ccc(S(=O)(=O)N2CCN(C(=O)C3CSC4(C)CCC(=O)N34)CC2)cc1 (stereo unspecified)
    7, -2
22) Cc1cccc(Nc2nnc(SCC(=O)c3c(N)n(C4CC4)c(=O)[nH]c3=O)s2)c1
    -4, 1
23) Cn1cc(-c2nc3ccccc3[nH]2)c2ccccc21
    -4, 5
24) O=C(NCCCCNC(=O)c1ccccc1Br)c1ccccc1Br
    4, -10
25) O=C(CNC(=O)c1ccco1)Nc1ccc(F)c(Cl)c1
    -3, -3
26) CCNc1nc(Oc2ccc(=O)n(C)n2)nc(N2CCOCC2)n1
    14, -8
27) Cc1nn(Cc2ccccc2)c(C)c1C(=O)NCC(c1cccs1)N1CCOCC1 (stereo unspecified)
    -13, 0
28) Nc1nc(NC2CCCC2)cc(=O)[nH]1
    -11, 2
29) Cc1cc(-c2nnco2)c(C)n1-c1ccccc1
    -7, 13
30) O=C(/C=C/c1ccccc1)N1CCC[C@H]1CO
    -2, 9
31) COCc1nnc(NC(=O)c2ccc(S(=O)(=O)N3CCCCCC3)cc2)o1
    -4, 12
32) Cn1cc(S(=O)(=O)Oc2ccccc2)c(=O)n(C)c1=O
    12, -16
33) O=C(CN1C(=O)NC(Cc2ccccc2)C1=O)NC(=O)NC1CCCCC1 (stereo unspecified)
    26, -4
34) CC(=O)Nc1ccc(C(=O)CN2C(=O)NC3(CCOc4ccccc43)C2=O)c(F)c1 (stereo unspecified)
    7, 6
35) CC(=O)Nc1ccc(-c2cc(C(=O)O)c3cc4ccccc4cc3n2)cc1
    8, 3
36) O=C(NCc1ccc2c(c1)OCO2)c1cccc(N2CCCC2=O)c1
    7, -7
37) CCOC(=O)C1=NNC(C(=O)c2ccc(C)cc2)C1c1ccc(OC)cc1 (stereo unspecified)
    11, 6
38) COc1ccc(C2CC3(CC(C)(C)NC(SC)=N3)Oc3cc(O)cc(C)c32)cc1 (stereo unspecified)
    22, 1
39) CCN(CCNC(=O)Cn1cc2c(n1)CCCC2)c1ccccc1
    26, -1
40) C=CCn1c(SCc2ccc(C(=O)NCCO)cc2)nc2sc(C)c(C)c2c1=O
    -4, -4
41) CNC[C@H](CC1CCCCC1)NC[C@H](CO)NCCc1cccc(C(F)(F)F)c1
    129, -71
42) CN(C)c1nc2c(c(=O)[nH]c(=O)n2C)n1Cc1ccc(F)cc1
    -9, 2
43) CC(=O)c1cc(F)ccc1OCC(=O)Nc1ccc2c(c1)OCO2
    -20, -4
44) Cc1ccccc1OCC(=O)Nc1ccccc1N1CCOCC1
    -1, -4
45) CN(CCC1CCOCC1)Cc1nc(Cc2ccccc2F)no1
    -2, -1
46) Cc1ccccc1CC(=O)Nc1ccc(S(=O)(=O)N2CCOCC2)cc1
    -11, 3
47) CC(CNC(=O)CN1C(=O)C(=O)N(C2CCCC2)C1=O)c1ccccc1 (stereo unspecified)
    -4, 0
48) COc1cc2c(cc1OC)CN(C(=O)CN1C(=O)NC3(CCC(C)CC3)C1=O)CC2 (stereo unspecified)
    -1, -6
49) COc1cc(OC)cc(C(=O)NCC(=O)OCC(=O)Nc2cc(S(C)(=O)=O)ccc2Cl)c1
    -17, 5
50) CC(C)(C)OC(=O)C[C@@H]1C/C=C\C[C@@H](CC(=O)N[C@H](CO)Cc2ccccc2)C(=O)NC[C@H](c2ccccc2)OC1=O
    17, -6
51) COc1cccc(NC(=O)c2ccc(C(=O)c3ccccc3)o2)c1
    -4, -9
52) O=C(O)c1ccc(CN2C[C@@H](CO)O[C@@H](n3cnc4c(NCc5ccco5)ncnc43)C2)cc1
    24, -6
53) O=C(COC(=O)C1CCCC1)Nc1ncc(Cl)cc1Cl
    -6, -5
54) Cc1cc(C)n(C(=O)Cn2nc([N+](=O)[O-])c(Br)c2C)n1
    -8, 7
55) CCOC(=O)c1c(C)[nH]c(C)c1C(=O)CSc1nnc(-c2cc(OC)c(OC)c(OC)c2)o1
    4, -1
56) O=C(c1ccc(Cl)c(S(=O)(=O)N2CCCC2)c1)N1CCCC(C(F)(F)F)C1 (stereo unspecified)
    5, 0
57) Cc1c(C=O)c(Cl)n(C)c(=O)c1C#N
    -6, 4
58) CC(C)(CCl)C(=O)Nc1ccnc(-c2ccncc2)n1
    -7, 8
59) CC1(C)C(=O)NC(=O)N1Cc1ccccc1
    -18, 5
60) CCOC(=O)c1c(OCCO)nn(-c2ccccc2)c1N
    19, -12

(list continues)
Every second line gives: H9c2 TAG inh, H9c2 TAG inh DAPI viability
61) O=C(CN1CCN(c2ccccc2)CC1)c1ccc2cc[nH]c2c1
    10, 5
62) CC1(C(=O)NS(=O)(=O)C2CC2)CCCN(C(=O)Cc2ccc(F)cc2)C1 (stereo unspecified)
    -1, 7
63) Cc1occc1C(=O)Nc1ccc(S(N)(=O)=O)cc1
    16, -3
64) O=C(COC(=O)C1CC2CCCC(C1)C2=O)NC(=O)c1ccc(OC(F)F)cc1 (stereo unspecified)
    -1, -5
65) Cc1cccc(C)c1C(=O)N[C@@H](Cc1ccccc1)C(=O)O
    -11, -1
66) Cc1ccccc1N(CC(=O)Nc1ccccc1C(=O)NCc1ccco1)S(=O)(=O)c1ccccc1
    2, 3
67) CCN(CC)S(=O)(=O)c1cc(NC(=S)NC(=O)C2CCCC2)ccc1C
    -4, -3
68) COc1ccc(CCN2CC(C(=O)Nc3cc(S(C)(=O)=O)ccc3Cl)CC2=O)cc1OC (stereo unspecified)
    -14, 3
69) CN(C)/C=C1\C(=O)N(c2ccc(F)cc2F)C(c2cccnc2)S1(=O)=O (stereo unspecified)
    8, -3
70) CC(NC(=S)NC1CCCCC1)c1ccc(C(C)(C)C)cc1 (stereo unspecified)
    -39, 9
71) CC(C)Cn1c(-c2ccco2)csc1=Nc1cccnc1
    3, -11
72) Cc1cccc(-n2nc([N+](=O)[O-])c(=NC3CCN(Cc4ccccc4)CC3)n2O)c1
    17, -5
73) COc1cc(-n2nc(C)c3c2OC(N)=C(C#N)C3c2ccccc2)c(Cl)c(Br)c1O (stereo unspecified)
    -10, -5
74) CCNC(=O)Cn1cnc2c1c(=O)n(C)c(=O)n2C
    6, 0
75) NS(=O)(=O)c1ccc(NC2=CC(c3ccc(F)cc3)N(c3ccc(S(N)(=O)=O)cc3)C2=O)cc1 (stereo unspecified)
    2, 8
76) CCC(=O)Nc1c(C(=O)Nc2ccc3c(c2)OCCO3)oc2ccccc12
    6, -7
77) COc1ccc(N(CC(=O)NCCC2=CCCCC2)S(=O)(=O)c2ccc(C)cc2)cc1OC
    16, -8
78) O=C(COc1ccc(Cl)cc1Cl)NCCN1CCCC1
    4, 11
79) COc1ccc(N/C=C\C(=O)c2ccc(C)cc2)cc1OC
    3, 6
80) O=C(Nc1nnc(SCc2ccccc2)s1)c1cccs1
    26, -20
81) S=C(NCCN1CCOCC1)C(=S)NCCN1CCOCC1
    24, 5
82) O=C(c1c(F)cccc1Cl)N(Cc1ccco1)C1CCS(=O)(=O)C1 (stereo unspecified)
    14, -1
83) C/C(CCc1ccccc1)=N\NC(=O)C1C2CCCCC21 (stereo unspecified)
    9, -4
84) NC(=O)C1CCN(C(=O)NC(=O)c2ccccc2)CC1
    -9, 5
85) C=CC[C@@H](CC(=O)N[C@@H](CO)Cc1ccccc1)C(=O)NCCOC(=O)[C@@H](CC=C)Cc1ccc(F)cc1
    -2, -3
86) C#CCOCCOCCOCCNc1nc(N2CCN(C(=O)CCCCCCCCCCNC(=O)[C@@H](CCSC)n3cc(CCO)nn3)CC2)nc(N2CCN(C(=O)CCCCCCCCCCNC(=O)[C@H](CCC(=O)O)n3cc(CCCCCN)nn3)CC2)n1
    -9, 16
87) COC(=O)c1ccn(-c2nc(-c3ccco3)cc(C(F)(F)F)n2)n1
    3, 4
88) O=c1[nH]c2ccc(NC(=S)NC3CCCCC3)cc2[nH]1
    6, -8
89) CC(C)c1ccc(Oc2cccc3c2S(=O)(=O)N(C2CCCC2)CC(COCc2ccccc2)O3)cc1 (stereo unspecified)
    -18, 18
90) Cc1ccc(-c2csc3nc[nH]c(=O)c23)c(C)c1
    -4, -8

Some of these compounds in order of molecular weight, largest number first:
Every second line gives: H9c2 TAG inh, H9c2 TAG inh DAPI viability
7) COc1cc2c(cc1CNC[C@H]1O[C@@H](n3cc(C)c(=O)[nH]c3=O)C[C@@H]1O)OCO2
    -14, 3
78) O=C(COc1ccc(Cl)cc1Cl)NCCN1CCCC1
    4, 11
57) Cc1c(C=O)c(Cl)n(C)c(=O)c1C#N
    -6, 4

(more compounds)
Every second line gives: H9c2 TAG inh, H9c2 TAG inh DAPI viability
91) Nc1c(C(=O)N/N=C/c2cccnc2)oc2nc(-c3ccco3)cc(-c3ccco3)c12
    18, -8
92) CC1=CC(C)(C)[N+](C)(C)c2ccccc21
    10, -16
93) COc1ccc(C(=O)NCC(=O)OCC(=O)NC(=O)NC2CCCCC2)cc1OC
    -4, -2
94) O=C(CS(=O)(=O)c1ccc(Br)cc1)N1CCOCC1
    -9, -2
95) O=C(/C=C/c1c(Cl)cccc1Cl)n1cccn1
    -14, 11
96) O=C(NC(CC(=O)N1CCN(c2ccc([N+](=O)[O-])cc2)CC1)c1ccccc1)c1ccccc1Cl (stereo unspecified)
    3, -1
97) CCCCN(CCCNc1ncnc2nc[nH]c12)c1ccccc1
    -6, 10
98) N/C(=N\OC(=O)c1cccc(Br)c1)c1ccc(Br)cc1
    4, -5
99) Cc1c(S(=O)(=O)N2CCOCC2)c(=O)n(C)c(=O)n1C
    -4, -12
100) CCCn1nc2cc(C(=O)N(CC)c3ccc(OC)cc3)ccc2c1OCC
    1, 7
101) COCCCNC(=O)C[C@H]1C[C@H](C(=O)N2CCCCC2)[C@@]2(CCc3ccccc3)c3[nH]c4cc(-c5ccco5)ccc4c3CCN2C1=O
    -1, 8
102) O=C(c1cccs1)N1CCN(c2nc3c(F)cc(F)cc3s2)CC1
    -11, -2
103) COc1cc(NC(=S)NCCC(c2ccccc2)c2ccccc2)cc(OC)c1
    -25, 4
104) C/C(=N/OC(=O)c1ccc(F)cc1)c1ccc(C)cc1
    12, -9
105) COc1ccccc1Nc1c2c(nc3ccc(N)cc13)CCCC2
    10, -7
106) CCOC(=O)Cc1c(C)c2c(C)[nH]nc2oc1=O
    -3, -2
107) CCOC(=O)C1C(=O)C(=O)N(C2CCCCC2)C1C(=O)OCC (stereo unspecified)
    6, 1
108) CCOc1cccc(C(=O)NC(=S)Nc2ccccc2)c1
    7, 1
109) CC1(C)Cc2c(C#N)c(N)n(-c3ccccc3)c(=O)c2CO1
    23, -10
110) CN(C)c1nnnn1-c1ccccc1Oc1ncc(C(F)(F)F)cc1Cl
    -6, -7
111) COCCCNC(=O)C1CCC(=O)N1Cc1ccccc1Cl (stereo unspecified)
    -5, -5
112) FC(F)(F)c1cccc(CNC(=S)Nc2ccccc2)c1
    5, 7
113) CN(C(=O)c1ccc(Cl)cc1)C1=CCCCC1CCC#N (stereo unspecified)
    -10, 2
114) COc1ccc(OC)c(NC(=S)NCCC(c2ccccc2)c2ccccc2)c1
    24, -1
115) NC(=O)C1CCN(C(=S)NCCc2ccccc2)CC1
    12, -13
116) COc1ccccc1CNc1nc(NCCOc2ccccc2)c2sccc2n1
    -25, 18
117) COc1ccc(-c2coc3c(C(=O)NCC4CC4)cccc23)c(C)c1
    -17, 0
118) CC(C)C(=O)Nc1nc2cc3c(cc2s1)OCO3
    -12, 5
119) O=C(Cn1c(=O)oc2ccccc21)N1CCOCC1
    -5, 0

One compound at a time, from the list above. Screens in order: H9c2 TAG inh	H9c2 TAG inh DAPI viability
Profile of `O=C(c1cccs1)N1CCN(c2nc3c(F)cc(F)cc3s2)CC1` = -11	-2
Profile of `COc1ccc(-c2coc3c(C(=O)NCC4CC4)cccc23)c(C)c1` = -17	0
Profile of `COc1ccc(OC)c(NC(=S)NCCC(c2ccccc2)c2ccccc2)c1` = 24	-1
Profile of `CCOc1cccc(C(=O)NC(=S)Nc2ccccc2)c1` = 7	1
Profile of `CCOC(=O)Cc1c(C)c2c(C)[nH]nc2oc1=O` = -3	-2
